AHR activator: activators of human aryl hydrocarbon receptor; P35869; AHR-responsive luciferase reporter cells, luminescence; hit rate 2.5% among 320,000; AID 2796; activation, % at 5 µM; in the data active = activation above about 47%;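 note: 0% = vehicle wells and 100% = reference agonist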
MEP2-GFP yeast: yeast TOR pathway MEP2-GFP modulation; S. cerevisiae MEP2-GFP strain, flow cytometry GFP, 3 h; 100% = DMSO control level; hit rate 0.51% among 330,000; GFP response vs DMSO, % at 10 µM;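 active = GFP response versus DMSO above a set limit, roughly screen mean plus 3 SD, cut at about 180% in these data; inconclusive = fewer than 70 cells counted for a yeast strain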;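 note: median GFP fluorescence of the barcode-gated MEP2-GFP cells per well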
procasp7 counter: counter-screen for procaspase-3 activators: activators of human procaspase-7; P55210; recombinant procaspase-7, Ac-DEVD-pNA absorbance 405 nm; D23A/D198A/D206A triple mutant, cannot self-cleave; scale: DMSO 0, 5 µM enzyme 100; activation, % at 8.5 µM; hit rate 0.093% among 330,000; AID 463210;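 active = percent activation above the screen-wide mean plus 3 SD, cut at about 25% in these data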
Target sequence (P55210 whole entry D23A/D198A/D206A): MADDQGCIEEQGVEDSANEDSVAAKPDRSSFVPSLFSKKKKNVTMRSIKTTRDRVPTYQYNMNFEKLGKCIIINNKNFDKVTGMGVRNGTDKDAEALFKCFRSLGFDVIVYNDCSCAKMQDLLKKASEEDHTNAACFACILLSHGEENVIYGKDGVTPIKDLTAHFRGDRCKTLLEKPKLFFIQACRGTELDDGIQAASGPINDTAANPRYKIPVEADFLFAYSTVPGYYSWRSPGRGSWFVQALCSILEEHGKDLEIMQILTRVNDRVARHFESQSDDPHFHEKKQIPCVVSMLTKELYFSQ
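Detection: p-Nitroaniline absorbance at 405 nm, read at 0 and 120 min; system: Uncleavable procaspase-7 mutant enzyme; evaluation: % activation from two-timepoint absorbance difference, scaled to controls; times: 1 h enzyme–compound preincubation and 2 h substrate reaction, both 25 °C; buffer or medium: Zinc-free HEPES pH 7.4 with 300 mM NaCl, 0.01% Triton X-100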
Yeast superoxide: lowers age-related superoxide in aged yeast cells. AID 2690. hit rate 0.18% among 330,000. S. cerevisiae aged cells, superoxide DHE fluorescence; hits give low values. superoxide response (% of plate mean), % at 10 µM;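 active = superoxide response under a set limit, about three screen SD below normal, cut at about 65% in these data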;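 note: yeast aged for seven days with compound at 30 °C before DHE staining; 100% = average MFI of all compound-treated wells on the plate with controls excluded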
GASC-1 inh: human JMJD2C demethylase inhibition; Q9H3R0; GST-JMJD2C(1-420) H3K9me3 demethylation, DELFIA europium; inhibition, % at 2.35 µM; hit rate 0.069% among 330,000; AID 2099;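 active = more than half of a compound's replicate wells show inhibition beyond 50%, single wells judged on their own value; inconclusive = some, but no more than half, of replicates pass 50% inhibition; inactive = no replicate passes 50% inhibition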;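 note: signal counts dimethyl H3K9 product captured on neutravidin plate; 0% = median of DMSO wells and 100% = 0.3 times that DMSO median; strong numbers were not always called active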
Target sequence (Q9H3R0 1-420 limits assumed): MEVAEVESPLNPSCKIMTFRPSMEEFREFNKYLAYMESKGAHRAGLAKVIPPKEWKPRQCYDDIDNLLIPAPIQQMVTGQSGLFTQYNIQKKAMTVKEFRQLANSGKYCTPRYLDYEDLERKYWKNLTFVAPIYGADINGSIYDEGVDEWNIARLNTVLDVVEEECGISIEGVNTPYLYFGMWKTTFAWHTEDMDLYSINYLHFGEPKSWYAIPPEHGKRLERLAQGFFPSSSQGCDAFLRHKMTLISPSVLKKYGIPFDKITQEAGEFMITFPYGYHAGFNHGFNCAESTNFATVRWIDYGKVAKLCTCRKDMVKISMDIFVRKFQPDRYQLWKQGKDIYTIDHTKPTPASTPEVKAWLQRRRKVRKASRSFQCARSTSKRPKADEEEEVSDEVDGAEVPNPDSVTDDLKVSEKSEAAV
LAP4-GFP MLPCN: alters LAP4-GFP fluorescence in TOR pathway yeast screen | S. cerevisiae LAP4-GFP multiplex, flow cytometry GFP, 3 h; median GFP as percent of DMSO wells | GFP response vs DMSO, % at 10 µM | hit rate 0.34% among 320,000;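 active = GFP response vs DMSO above a set limit, about the screen mean plus 3 SD, cut at about 150% in these data; inconclusive = under 70 cell events counted for the yeast strain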
RPL19A-GFP yeast: alters RPL19A-GFP fluorescence in TOR pathway yeast screen; S. cerevisiae RPL19A-GFP strain, flow cytometry, 3 h; hits give low values; percent response vs DMSO, % at 10 µM; hit rate 0.3% among 330,000;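 active = percent response vs DMSO below 50%; inconclusive = fewer than 70 events counted for the yeast strain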;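 note: median channel GFP fluorescence of the barcoded RPL19A-GFP strain; ratio of sample median GFP to plate DMSO average so 100% = DMSO; lower means less RPL19A-GFP as with rapamycin TOR inhibition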
proCasp3 act: procaspase-3 (human) activation; P42574; hit rate 0.11% among 330,000; recombinant procaspase-3 D3A, Ac-DEVD-pNA absorbance 405 nm; activation, % at 8.5 µM;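 active = activation above the mean of all tested compounds plus 3 SD, cut at about 21% in these data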;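 note: 0% = DMSO alone and 100% = DMSO wells spiked with extra 5 µM PC-3 D3A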
Target sequence (P42574 whole entry D9A/D28A/D175A): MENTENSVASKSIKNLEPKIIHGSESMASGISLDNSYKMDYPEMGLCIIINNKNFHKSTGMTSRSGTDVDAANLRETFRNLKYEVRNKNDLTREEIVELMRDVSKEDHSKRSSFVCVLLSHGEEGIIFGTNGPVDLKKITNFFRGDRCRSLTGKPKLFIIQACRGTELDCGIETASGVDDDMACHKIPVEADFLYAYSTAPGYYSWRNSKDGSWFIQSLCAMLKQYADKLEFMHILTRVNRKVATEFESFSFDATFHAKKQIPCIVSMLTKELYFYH
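Assay system: Autoprocessing-dead procaspase-3 D3A mutant enzyme; also added: Ac-DEVD-pNA; doses: one concentration, 8.5 µM nominal, 0.8% DMSO; times: 1 h compound preincubation, 2 h substrate hydrolysis at 25 °C; technique: 405 nm absorbance of p-nitroaniline, reads at 0 and 120 min; measure: % activation between DMSO and enzyme-spiked controls; repeats: single replicate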
An asterisk follows results filed as active; ? = inconclusive; nt = not tested or not shown; [ ] = remark or other dose. The order is random; overall some 3.8% were active at least once.

SMILES	AHR activator	MEP2-GFP yeast	procasp7 counter	Yeast superoxide	GASC-1 inh	LAP4-GFP MLPCN	RPL19A-GFP yeast	proCasp3 act
O=C(/C=C/c1ccccc1)Nc1cccc(S(=O)(=O)Nc2ccccc2F)c1	33	109	-31	99	3	100	98	-9
COCCC(=O)Nc1ccc2c(c1)CN(C(=O)CCSC)CC2	0	96	-2	98	-12	93	92	-4
Oc1ccc(Br)cc1C=Nc1ccc(Cl)cc1	-3	107	-4	99	2	95	109	-1
O=[N+]([O-])c1ccc(N2CCN(c3ccccc3F)CC2)nc1	nt	111	nt	100	-2	94	100	nt
O=C(COC(=O)c1cc(-c2cccs2)nn1-c1ccccc1)Nc1cc([N+](=O)[O-])ccc1Cl	2	100	-1	135	6	93	111	15
CCOC(=O)C1=C(C)Nc2nc(SC)nn2C1c1ccc(C(=O)OC)cc1 (stereo not given)	-3	109	7	105	-4	94	97	-12
COc1ccc(C(CNC(=O)COc2ccccc2C)N2CCCCC2)cc1 (stereo not given)	2	92	-8	95	5	93	92	4
O=C1COc2ccc(S(=O)(=O)CCC(=O)N3CCN(c4ccccc4)CC3)cc2N1	3	92	12	109	17	88	93	10
COc1ccc(NC(=O)/C=C/c2ccc(Br)o2)cn1	-11	103	-5	94	35	118	94	1
O=C(N/C(=C\c1ccc(Cl)cc1)C(=O)N1CCOCC1)c1ccc([N+](=O)[O-])cc1	9	91	-10	111	-7	89	94	-3
O=C1O/C(=C\c2ccccc2)c2ccccc21	-1	101	-14	111	-3	85	99	1
CC(C)(C)c1cc(C(=O)O)c(CN2CCCCC2)o1	5	106	8	102	5	100	102	3
C[C@]12C(=O)N(c3ccccc3)C(=O)N1[C@H]1c3ccccc3OC[C@@H]1[C@H]2c1ccccc1	1	104	4	127	4	114	100	12
O=C(Nc1c(Cl)ccc2nsnc12)c1cccnc1	12	104	3	100	24	90	104	-2
CC(=O)Nc1ccc(OCC(=O)NC(C)c2ccc(F)cc2)cc1 (stereo not given)	0	91	1	91	-12	105	96	3
COc1ccccc1/C=C/C=C1\Oc2c(ccc(O)c2CN(C)C)C1=O	6	96	-14	96	5	92	90	-4
O=C(Nc1sc2c(c1C(=O)O)CCC2)C(=O)N1CCOCC1	-2	103	-7	108	4	97	105	3
O=C(Nc1ccc2ccccc2n1)c1ccccc1	19	110	-7	94	11	89	105	0
COCCNC(=O)C(c1ccc(C)cc1)N(Cc1cccs1)C(=O)CCC(=O)Nc1ccccn1 (stereo not given)	0	104	-1	85	-7	93	99	5
Cc1ccc(S(=O)(=O)N2CCC(Oc3cccc(C(F)(F)F)c3)CC2)cc1	2	106	0	108	-3	95	102	4
CN(C)CCNC(=O)c1onc(CSc2ccc(F)c(F)c2)c1C(=O)NCCN(C)C	-2	100	-4	98	-1	97	100	-6
COc1ccc(Br)cc1CNC(=O)Cc1c(C(=O)O)[nH]c2ccc(Cl)cc12	1	97	2	100	4	99	97	1
Oc1ccc(N=C/C=C/c2cccc(Br)c2)cc1-c1nc2ccccc2s1	34	105	-3	111	-4	99	102	3
COc1cc(N)c(Cl)cc1C(=O)OCC(=O)NC(=O)NCc1ccco1	2	100	5	93	0	93	97	11
Cc1nc(C)c(C(=O)C2=C(O)C(=O)N(CCN3CCOCC3)C2c2ccco2)s1 (stereo not given)	-1	89	-6	103	-10	90	91	-1

New compounds follow
SMILES	AHR activator	MEP2-GFP yeast	procasp7 counter	Yeast superoxide	GASC-1 inh	LAP4-GFP MLPCN	RPL19A-GFP yeast	proCasp3 act
CCn1c2ccccc2c2cc(NS(=O)(=O)c3ccc(C)cc3)ccc21	31	113	8	92	5	112	97	0
CCC(=O)N1CCN(c2cc(N3CCCC3)c(F)cc2[N+](=O)[O-])CC1	4	95	-5	110	3	89	94	-1
O=c1c(C(c2ccc(F)cc2)c2c(O)nc3n(c2=O)CCCS3)c(O)nc2n1CCCS2	2	89	-10	87	2	99	95	0
CC(=O)n1c2ccccc2c2nc3ccccc3nc21	40	97	-9	101	0	83	100	7
Cc1nnc2sc(-c3ccncc3)nn12	3	100	-4	118	1	102	101	9
Cn1c(CCN2CCOCC2)nc2cc(NS(=O)(=O)c3ccccc3)ccc21	0	104	3	107	-3	104	100	5
CC1=C([N+](=O)[O-])C(c2ccccc2Cl)NC(=O)N1C (stereo not given)	-2	103	6	96	-3	90	102	4
O=C(COC(=O)/C=C/c1cccc(C(F)(F)F)c1)NCc1cccs1	0	97	15	100	-2	96	100	7
O=C(O)c1cccc(N2C(=O)/C(=C/c3ccc([N+](=O)[O-])cc3)C=C2c2ccccc2)c1	-14	101	-7	86	-1	95	105	5
O=C(NCc1ccccc1)N1CCn2c(nc3ccccc32)C1	6	103	9	96	-2	102	97	-7
Cn1nnnc1SCc1ccc(CSc2nnnn2C)cc1	0	100	-9	112	0	106	94	6
N#CCOc1ccc(C2=NO[C@@H]3[C@@H]4C[C@@H]([C@H]5C(=O)N(c6ccc7c(c6)OCO7)C(=O)[C@@H]45)[C@H]23)cc1	6	109	0	97	1	104	106	-2
O=C(NCCCN1CCN(c2ccccc2)CC1)C1CCCN(c2ncnc3c2nc2n3CCCCC2)C1 (stereo not given)	0	97	5	96	1	96	89	-4
CCOCCCNC(=O)c1ccc(/C=C2\Oc3ccccc3N(C)C2=O)cc1	-2	109	0	105	1	94	103	1
COc1ccccc1C(=O)Nc1ccc(C(=O)O)cc1	6	98	2	109	6	103	99	1
Cc1ccn2c(Nc3ccccc3C)c(-c3ccccn3)nc2c1	10	95	-6	82	-26	145	97	-1
COc1ccc2c(c1)c(C)cc[n+]2Cc1ccccc1	nt	107	nt	95	2	102	108	nt
CCN(C)Cc1c(C(=O)N2CCc3ccccc3C2)nc2ccc(Cl)cn12	8	106	-8	96	1	98	105	-2
COc1ccc(-c2cc(NCc3ccccn3)n3ncnc3n2)cc1	26	?	4	94	-1	?	?	-1
Oc1cc(Nc2cccnc2)cc2cccnc12	10	98	-6	139	nt	98	94	-5
COc1ccccc1CNc1nc2nc(C)c(Cl)c(=O)n2[nH]1	0	102	0	94	8	96	101	2
O=C(CN1C(=O)C2CC=CCC2C1=O)NCC(=O)Nc1ccc(F)c(F)c1 (stereo not given)	1	102	15	107	-1	108	96	-4
CC(=O)Nc1ccc(C(=O)CN2C(=O)NC3(CCOc4ccccc43)C2=O)c(F)c1 (stereo not given)	10	93	15	90	-3	90	90	1
Cn1nccc1C(=O)N1CCCC(Nc2ccc(F)cc2)C1 (stereo not given)	3	97	-5	94	5	84	98	-2
COC(=O)[C@@]12CCCN1[C@H](c1ccc(-c3ccc(F)cc3)cc1)[C@H]1C(=O)N(C)C(=O)[C@H]12	-3	82[may fluoresce red]	-6	96	-6	84[may fluoresce red]	?	-7

Further entries:
SMILES	AHR activator	MEP2-GFP yeast	procasp7 counter	Yeast superoxide	GASC-1 inh	LAP4-GFP MLPCN	RPL19A-GFP yeast	proCasp3 act
Cc1cccc(OCCCC(=O)Nc2ccc(N(C)C)cc2)c1	19	96	-12	100	-16	82	104	-1
C/C(=N\NC(=O)c1ccc(Cn2cc([N+](=O)[O-])cn2)o1)c1cccc(NC(=O)c2cccnc2)c1	19	101	5	90	-10	95	95	4
CCc1nnc(NC(=O)C2CCN(S(=O)(=O)Cc3ccccc3)CC2)s1	2	115	2	95	nt	108	101	3
C/C(=N\NC(=O)COc1ccccc1F)c1cc2ccccc2o1	21	110	1	103	2	94	104	-8
COC(=O)CSc1nc2ccc(N)cc2s1	8	102	0	110	6	103	95	-2
CCn1ncc(Br)c1C(=O)Nc1cc(C(=O)OC)ccc1C(=O)OC	1	98	8	97	0	96	98	1
O=C(NCc1cccnc1)C(=O)NCC(c1ccco1)N1CCN(c2ccc(F)cc2)CC1 (stereo not given)	-4	103	9	103	-2	101	103	2
FC(F)(F)c1ccc(-c2csc(-c3ccno3)n2)cc1	63*	98	8	95	-16	109	98	-8
O=C(Nc1cccc(Br)c1)c1ccc2snnc2c1	106*	103	-3	105	7	117	101	5
OCCNc1nc(Nc2ccccc2)nc2ccccc12	51*	106	2	107	-1	107	105	8
COc1cccc(OCCNS(=O)(=O)c2ccccc2[N+](=O)[O-])c1	1	103	0	121	7	96	95	4
C[C@@H]1O[C@@H](O[C@@H]2C(=O)c3c(O)cc(O)cc3O[C@H]2c2ccc(O)c(O)c2)[C@H](O)[C@H](O)[C@H]1O	1	96	0	92	1	102	102	0
CCN1CCN(C(=O)C2CCN(c3nnc(C)c4c(C)n(-c5ccc(C)cc5)nc34)CC2)CC1	-1	140	11	107	6	143	107	-8
CC1CC(C)CN(c2cc(=O)n(Cc3ccc(F)cc3)c(=O)[nH]2)C1 (stereo not given)	9	99	-5	87	-27	113	106	9
CC(=O)c1ccc(S(=O)(=O)Nc2cccc(-c3ccc(N4CCOCC4)nn3)c2)cc1	2	98	-2	103	-10	98	98	-4
O=C(CSc1ncccn1)NC(=O)Nc1ccc2c(c1)OCCO2	-1	102	-5	107	1	110	104	-1
COc1cc2nc(/C=C/c3cc(OC)c(OC)c(OC)c3)sc2cc1SC	5	228*[may fluoresce violet]	-38	90	9	92[may fluoresce violet]	18*[may fluoresce violet]	-48
Cn1c(-c2ccc3ccccc3n2)[n+](C)c2ccccc21	5	104	-3	90	-4	133	97	6
COc1ccc(/C=C2\CCCc3c2nc2ccccc2c3C(=O)O)cc1OC	1	106	-7	95	4	110	100	-4
COc1ccc(CNC(=O)CSc2nnnn2-c2ccccc2)cc1	2	93	-1	98	1	95	109	9
Brc1ccccc1OCCN1CCOCC1	0	104	2	105	-13	98	105	7
O=C(O)c1ccc(-n2nc(-c3ccccc3)c3ccccc3c2=O)cc1	1	106	6	126	6	109	104	15
CC(NCc1ccc(OCc2ccc(Cl)cc2)cc1)C(O)c1ccccc1 (stereo not given)	-3	97	4	89	0	102	93	3
CCc1c(C)nc2nc(SCc3ccccc3Cl)[nH]n2c1=O	16	108	-4	105	3	96	102	10
N#Cc1cccc(NC(=O)Cn2cnc(S(=O)(=O)N3CCCCC3)c2)c1	-2	107	1	81	-5	86	100	0

Going on with the list.
SMILES	AHR activator	MEP2-GFP yeast	procasp7 counter	Yeast superoxide	GASC-1 inh	LAP4-GFP MLPCN	RPL19A-GFP yeast	proCasp3 act
CCOc1ccc(/C=N/NC(=O)C2CCCC2)c(OCC)c1	1	109	2	97	6	108	113	-3
COc1ccc(S(=O)(=O)N(C)C(C)CCc2ccco2)cc1 (stereo not given)	-1	90	2	99	0	nt	86	5
COc1ccc(/C=N/Nc2snc(SC)c2C#N)cc1OC	84*	112	-16	98	-7	102	101	-6
O=C(CN1CCCCCCC1)NC(=O)NC1CCCCC1	0	101	4	78	3	94	102	6
C=CC[C@@H](CC(=O)N[C@@H](CO)Cc1ccccc1)C(=O)N[C@H](COC(=O)[C@@H](CC=C)Cc1ccc(F)cc1)C(C)(C)C	-1	95	-1	83	4	99	97	4
Cc1ccc(OCC(=O)N/N=C/c2cccnc2)cc1	9	98	0	84	-4	93	102	2

Bioassay records as filed in PubChem.
